High-throughput results: PubChem, National Center for Advancing Translational Sciences (NCATS)
Shiga toxin inh – A qHTS for Small Molecule Inhibitors of Shiga Toxin; 9.2% of 290,000 active; Vero cells, Shiga toxin protein synthesis inhibition reporter; inhibition, % at 38.7 µM; AID 2315, 2010; in the data active = inhibition mostly above about 28%, no sharp cut-off; inactive = mostly below about 43%; also: 0% is about no effect
Pf growth 96h – Primary qHTS for delayed death inhibitors of the malarial parasite plastid, 96 hour incubation; AID 504834, 2011; Potency, µM (doses to about 28.7 µM), for the others: at the highest dose activity change, negative = inhibition, most hits filed as inhibitors; P. falciparum luciferase reporter growth, 96 h; 6.9% of 320,000 active; also: potency is read from the fitted curve at half-maximal effect; % is scaled to controls: 0 for no effect and ±100 for the full control effect
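Readout is luminescence from an integrated firefly luciferase in P. falciparum. Red cells, 2% hematocrit and 0.05% parasitemia final, were cultured with compound through two parasite generations (96 hours) at 37 C, 5% CO2.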
Pf growth 48h – Primary qHTS for delayed death inhibitors of the malarial parasite plastid, 48 hour incubation; P. falciparum luciferase growth in erythrocytes, 48 h; Potency, µM (titrated, usually from 28.7 µM), without a hit: at the top dose activity change, negative = inhibition, hits mostly inhibitors; 5.9% of 310,000 active; also: potency is read from the fitted curve at half-maximal effect; % is scaled to controls: 0 for no effect and ±100 for the full control effect
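Luciferase-expressing P. falciparum in infected erythrocytes (2% hematocrit, 0.1% parasitemia final) in RPMI 1640/0.5% Albumax were exposed to compound for 48 hours at 37 C, 5% CO2; growth read as luminescence.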
TbPYK inhibitor – qHTS of Trypanosoma Brucei Inhibitors | pyruvate kinase (Trypanosoma brucei), Q57TT1 | TbPYK enzyme, Kinase-Glo Plus ATP luminescence, 45 min | Potency, µM (top dose mostly 76.8 µM), inactives show top-dose activity, negative = inhibition, hits mostly inhibitors | 0.12% of 410,000 active | AID 624173, 2012; also: potency is read from the fitted curve at half-maximal effect; % is scaled to controls: 0 for no effect and ±100 for the full control effect; nearly all actives have a fitted effect of over 50% in size
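Screened from lowest to highest concentration, compounds were pinned into TbPYK/substrate mixtures, and ADP (130 uM final) was added. Plates sat at room temperature for 45 min prior to Kinase-Glo Plus detection by luminescence.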
AmpC no deterg – qHTS Inhibitors of AmpC Beta-Lactamase (assay without detergent); Potency, µM (titrated, usually from 57.1 µM), for the others: at the highest dose activity change, negative = inhibition, most hits filed as inhibitors; AmpC nitrocefin hydrolysis, absorbance 480 nm, 0.0001% Triton; P00811; 0.52% of 330,000 active;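 also: potency is read from the fitted curve at half-maximal effect; plate controls were no compound for no effect and no enzyme for full effect; nearly all actives have a fitted effect of over 20% in size; some results filed as inactive show a strong effect at the top dose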
Target sequence (P00811 whole entry, looked up): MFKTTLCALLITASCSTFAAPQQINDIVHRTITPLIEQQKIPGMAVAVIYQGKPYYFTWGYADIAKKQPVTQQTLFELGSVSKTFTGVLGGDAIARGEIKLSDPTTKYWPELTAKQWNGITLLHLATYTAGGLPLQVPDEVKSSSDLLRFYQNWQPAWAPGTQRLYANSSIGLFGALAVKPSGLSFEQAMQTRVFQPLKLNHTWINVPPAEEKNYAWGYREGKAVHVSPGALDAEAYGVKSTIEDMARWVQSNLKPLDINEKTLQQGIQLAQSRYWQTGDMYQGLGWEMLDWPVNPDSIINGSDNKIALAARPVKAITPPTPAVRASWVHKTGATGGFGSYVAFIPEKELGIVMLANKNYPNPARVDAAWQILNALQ
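20 mM phosphate pH 7.0 + 0.01% (detergent screen) or 0.0001% Triton X-100; 5.3 nM AmpC reagent; cpd preinc 15 min RT; nitrocefin (800 uM stock) to start; A480 q20 s × 4 min; Activity was normalised to no-enzyme and no-compound control wells.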
CHX counter – Cycloheximide Counterscreen for Small Molecule Inhibitors of Shiga Toxin; 12% of 300,000 active; cell reporter, cycloheximide protein synthesis inhibition counterscreen; max response, %; in the data active = max response mostly above about 13%, no sharp cut-off; inactive = mostly below about 14%; also: read at 38.3 µM for the half of the compounds with a filed dose; 0% is about no effect
LmPK inhibitor – qHTS Assay for Inhibitors of Leishmania Mexicana Pyruvate Kinase (LmPK) | Q27686 | purified LmPK, Kinase-Glo ATP luminescence, 1 h | Potency, µM (titrated, usually from 57.5 µM), without a hit: at the highest dose activity change, negative = inhibition, most hits filed as inhibitors | 0.37% of 290,000 active; also: potency is read from the fitted curve at half-maximal effect; % is scaled to controls: 0 for no effect and ±100 for the full control effect
Target sequence (Q27686 whole entry, looked up): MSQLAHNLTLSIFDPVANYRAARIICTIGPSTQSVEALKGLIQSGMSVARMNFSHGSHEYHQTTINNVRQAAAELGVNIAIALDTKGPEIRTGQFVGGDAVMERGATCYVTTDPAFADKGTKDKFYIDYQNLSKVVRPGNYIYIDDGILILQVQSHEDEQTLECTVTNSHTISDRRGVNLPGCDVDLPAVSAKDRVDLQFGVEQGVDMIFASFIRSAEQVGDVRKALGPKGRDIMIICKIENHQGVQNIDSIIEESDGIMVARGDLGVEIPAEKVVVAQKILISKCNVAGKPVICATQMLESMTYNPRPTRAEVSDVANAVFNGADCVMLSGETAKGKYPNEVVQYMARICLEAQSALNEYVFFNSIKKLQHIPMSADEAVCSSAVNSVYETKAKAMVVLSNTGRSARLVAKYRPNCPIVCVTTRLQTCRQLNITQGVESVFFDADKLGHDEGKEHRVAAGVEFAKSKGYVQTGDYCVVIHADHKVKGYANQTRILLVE
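Screened at intermediate enzyme activity to detect both inhibitors and activators: LmPK at 0.1 nM, with a 0.5 nM enzyme column as activation reference. PEP 0.5 mM, ADP 0.1 mM; ATP detected by luminescence after 1 h.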
Starred values were filed as active, the others as inactive; u = inconclusive; x = not tested or not shown; [ ] = another dose, or the depositor's remark. Unless noted, calls follow the shape of the dose curve; as a rule, active = well fitted curve in the direction sought with a large enough effect; inconclusive = small, poorly fitted or top-dose-only effect, or another doubt; inactive = no such curve, though single readings can be large; an effect the other way counts as inactive or inconclusive.

SMILES | Shiga toxin inh | Pf growth 96h | Pf growth 48h | TbPYK inhibitor | AmpC no deterg | CHX counter | LmPK inhibitor
CN(C)S(=O)(=O)Nc1ccc(NS(=O)(=O)N(C)C)c(S(=O)(=O)c2ccccc2)c1 | -5.4 | x | 2.9% | -20.2% | -19.8% | -6.0 | -4.1%
COc1ccc(-c2cc(C(F)(F)F)n3nc(C(=O)NCc4ccco4)cc3n2)cc1OC | -11.7 | 23.7% | x | 0.1% | 99.9%[activator] | -2.0 | -2.4%
CCCCc1ccc(N2C(=NC(=O)C3CCCO3)SC3CS(=O)(=O)CC32)cc1 (stereo not drawn) | -12.4 | 10.1% | 25.7% | -2.2% | 85.0%[activator] | -2.5 | 2.9%
COC(=O)c1sccc1NC(=O)CSCCc1ccncc1 | -6.0 | u | 14.1% | 0.6% | 8.6% | -1.6 | 6.6%
O=C(NNC(=O)c1cccc2ccccc12)c1ccc2c(c1)OCO2 | 50.0* | 85.5%[activator] | 46.8%[activator] | -0.6% | -13.6% | 24.1* | 2.1%
CCCn1cnc2cc(NCc3cccc(OC)c3O)ccc21 | 126.1* | 2.2% | 72.3%[activator] | -5.8% | -11.4% | 37.3* | -0.1%
COc1ccccc1NC(=O)COC(=O)c1c[nH]c(=O)[nH]c1=O | 16.9 | 65.7%[activator] | 3.0% | -0.1% | -3.6% | -2.2 | -3.2%
O=C(c1ccccc1)c1c[nH]c2ccccc12 | 63.6* | -30.0% | u | -5.8% | -18.4% | 34.7* | -0.7%
Cc1nc2cc(C)c(C)cc2s1 | 17.5 | u | 0.3% | 4.5% | -15.5% | 21.6* | -1.2%
COc1ccc(OC)c(CCNC(=O)Cn2nc(C)c3c(C)n(-c4ccccc4)nc3c2=O)c1 | 5.2 | u | -1.1% | 0.9% | -9.0% | -4.1 | 4.2%
COc1ccccc1CN1CCC(CNS(=O)(=O)c2cc(-c3onc(C)c3C)ccc2OC)CC1 | -7.1 | u | 11.7µM* | 0.0% | 111.3%[activator] | -4.8 | 0.3%
CCOC(=O)c1sc(NC(=O)C2=COCCO2)c(C#N)c1C | x | 57.2%[activator] | 30.0%[activator] | -15.4% | -7.8% | x | x
COc1cc(/C=C2/C(=N)N3C=CSC3=NC2=O)ccc1OCCCOc1c(C)cccc1C | 34.9 | 7.7% | 14.0% | -14.8% | -23.7% | -1.9 | -0.2%
O=P(/C(=N/O)N1CCOCC1)(N1CCOCC1)N1CCOCC1 | -1.4 | -23.6% | 0.5% | -0.1% | u | -1.3 | 4.6%
COc1cc(/C=N/NC(=O)c2csc3c2CCCC3)ccc1OCCN1CCOCC1 | 25.9 | u | 2.3% | -6.1% | 173.0%[activator] | 25.6* | 1.6%
CC12CCC(C(=O)NCc3ccco3)(OC1=O)C2(C)C (stereo not drawn) | -19.4 | x | -3.3% | 1.4% | -15.3% | 2.1 | 4.6%
O=C(C1=C[C@H](c2ccccc2)C[C@H](OCCCCO)O1)N1CCOCC1 | -13.8 | 52.4%[activator] | 49.9%[activator] | 0.8% | 18.1% | 0.4 | -0.3%
COc1ccc(CCN2C(=S)N(c3ccccc3)C(=O)C2CC(=O)O)cc1OC (stereo not drawn) | -8.6 | 2.2% | -18.2% | 6.6% | -15.8% | -6.2 | 7.9%
COC(=O)/C=c1\sc2n(c1=O)C(C)=CC(C)(C)N=2 | -25.4 | 5.1% | 3.4% | -18.3% | 3.7% | -2.1 | -4.3%
COC(=O)c1ccc(Cl)c(NC(=O)Cc2ccccc2[N+](=O)[O-])c1 | -12.0 | 19.3% | 11.7% | 1.7% | -31.1% | -1.2 | 2.4%
COC(=O)Nc1ccc(S(=O)(=O)N2CCC(C(=O)N3CCC(C)CC3)CC2)cc1 | 10.7 | u | -19.8% | -16.0% | -1.2% | 4.7 | 3.0%
CN(C)c1ccc(C=C(c2nnnn2-c2ccccc2)c2nnnn2-c2ccccc2)cc1 | -14.2 | x | 9.28µM* | -6.2% | -8.4% | -1.6 | 3.7%
COc1ccc(C(=O)N2CCOC2CNC(=O)C(=O)NCc2ccco2)cc1 (stereo not drawn) | -5.7 | -7.8%[1.15 µM] | -37.8% | -2.8% | -8.9% | -1.7 | 0.8%
COc1cc2ncnc(NCc3ccc(F)cc3)c2cc1OC | -3.7 | 10.4µM* | x | 0.5% | -41.5% | -5.8 | -2.7%
COc1ccc(C(CNC(=O)C(Cc2ccccc2)NC(N)=O)N(C)C)cc1 (stereo not drawn) | 38.1 | -3.4% | x | 2.1% | -1.4% | 6.8 | -0.1%
O=C(CCc1ccccc1)OCC(=O)c1ccc([N+](=O)[O-])cc1 | -4.0 | 11.7µM* | 20.7% | 1.6% | -30.4% | 11.0 | 6.3%
Cc1ccc([C@@H]2[C@@H]3C(=O)N(c4ccccc4)C(=O)[C@@H]3[C@]3(C)C(=O)N(Cc4ccccc4)CC(=O)N23)o1 | -6.1 | 1.6% | u | -3.9% | 99.3%[activator] | 0.6 | 0.2%
O=C(NCCc1ccccc1)C1c2ccccc2C(=O)N1C1CC1 (stereo not drawn) | -6.1 | x | u | -4.7% | -10.5% | -0.8 | 0.1%
CCN1C(=O)CC(N2CCC(c3nc4ccccc4[nH]3)CC2)C1=O (stereo not drawn) | -5.1 | 23.6% | u | 5.2% | -5.7% | 7.2 | 9.3%
Cc1ncc(CO)c(/C=N/N=C/c2ccccc2O)c1O | 34.3 | -8.1% | u | -5.4% | -10.5% | 16.0* | -11.0%
CCOc1ccccc1OC(=O)CN1C(=O)c2ccccc2C1=O | x | -22.1% | 7.1% | 1.1% | -14.0% | -2.1 | 1.2%
CCc1nc2nc(C)cc(Nc3cccc(C(F)(F)F)c3)n2n1 | -18.1 | 14.9% | 2.08µM* | 5.9% | 17.8% | -1.2 | -3.6%
CCOc1ccc(CCNC(=O)C2CCCN(S(=O)(=O)N3CCOCC3)C2)cc1OCC (stereo not drawn) | -2.1 | u | -6.8% | -9.5% | 27.3% | 1.5 | 2.6%
CC(C)(C)CN1C(=O)C(=O)NC[C@H]1Cc1ccc(O)cc1 | -5.6 | 13.7% | -1.6% | -1.7% | 39.2% | -2.9 | -2.3%
COc1cccc(CN2CCN(C(=O)c3cccs3)CC2)c1OC | 24.2 | -21.6% | 14.7% | -0.3% | 2.1% | 13.2 | 0.7%
CC(C)CNS(=O)(=O)c1ccc(C(=O)Nc2ccc3c(c2)OCO3)cc1 | -14.7 | 0.7% | 13.7% | 1.4% | -18.0% | -0.7 | -1.5%
CCOC(=O)C1=C(C)OC(N)=C(C(=O)OCC)C1c1ccncc1 (stereo not drawn) | -11.6 | u | -23.4% | 3.8% | -4.4% | 7.0 | 2.8%
Nc1cc(=O)[nH]c(SCC(=O)Nc2ccc([N+](=O)[O-])cc2)n1 | -11.9 | -0.7% | 0.2% | -0.2% | -44.2% | -2.2 | -4.4%
O=C(CN1CCCCC1)N1CCN(C(=O)CN2CCCCC2)CC1 | 15.4 | u | 4.1% | x | -34.2% | -2.2 | 1.1%
COc1ccc(-n2cnc3cc([N+](=O)[O-])ccc32)cc1 | 50.8 | u | 4.1% | 3.1% | -12.6% | 9.8 | 0.3%
CCCCCCn1c(=O)[nH]c2nc3cc(N)c(C)cc3nc2c1=O | -13.2 | u | -11.6% | -4.8% | -2.1% | 3.1 | -29.6%
CCc1ccc(C2CC(c3cccc(OC)c3)n3nc(N)nc3N2)cc1 (stereo not drawn) | -6.4 | 39.3%[activator] | 14.5% | -3.4% | 21.3% | -2.0 | -1.3%
C=CCNC(=O)C12CC3CC(C1)CC(C(=O)NCC=C)(C3)C2 | 7.7 | -2.6% | -1.5% | -7.8% | -15.5% | -0.2 | -4.0%
S=c1[nH]nc(CN2CCCCC2)n1-c1ccc(Cl)cc1 | 5.1 | 0.0% | 47.2%[activator] | -16.9% | -26.0% | -3.3 | -25.7%
CCOC(=O)C1CCN(S(=O)(=O)c2cccc(-c3cn4ccccc4n3)c2)CC1 | 52.6 | 72.2%[activator] | -26.7% | -4.0% | 18.0% | 10.9 | 5.4%
O=c1[nH]nc(CNc2ccc(O)cc2)c2ccccc12 | -19.7 | x | u | -16.1% | -34.9% | 0.9 | -9.1%
COc1ccc(C(C)=O)cc1COc1cccc2cccnc12 | x | u | 4.0% | 5.0% | 11.9% | -4.4 | 1.0%
COc1cc(CN2CCNC(=O)C2CC(=O)NC2CCCC2)cc(OC)c1 (stereo not drawn) | -2.8 | 29.6% | -25.5% | -8.5% | 16.2% | 9.2 | 5.0%
Cc1cccc(NC(=O)CSCc2c(C)noc2C)c1C | 50.5 | 1.0% | 3.2% | 12.2% | -17.9% | -2.7 | -0.6%
O=C(Nc1ccc(F)cc1)N(Cc1ccco1)Cc1cc2cc3c(cc2[nH]c1=O)OCO3 | -12.6 | u | 10.4µM* | -5.2% | -36.4% | -1.5 | 2.1%

Continuation:
SMILES | Shiga toxin inh | Pf growth 96h | Pf growth 48h | TbPYK inhibitor | AmpC no deterg | CHX counter | LmPK inhibitor
Cc1ccc(S(=O)(=O)/N=C(\N)Nc2nc(C)c3ccc(C)cc3n2)cc1 | -2.7 | u | u | 7.3% | -23.9% | 2.3 | 4.0%
CCOC(=O)NC(=O)COC(=O)c1ccc(O)cc1 | -6.8 | 5.2% | 10.1% | 3.9% | -15.5% | 0.4 | -4.6%
CN(c1ccc(C(=O)O)cc1)S(=O)(=O)c1ccccc1 | -1.2 | 9.28µM* | 27.1% | -2.0% | -2.0% | 0.7 | 4.1%
CCn1nc(C)c(Br)c1Nc1ccc(Br)cc1 | 15.5 | -16.0% | -23.5% | -12.2% | -5.6% | -4.4 | 10.5%
COC(=O)c1cnc(N2CCCN(S(=O)(=O)c3ccccc3)CC2)nc1C(F)(F)F | 5.6 | 18.9% | -17.7% | -1.1% | 30.7% | -1.9 | 4.0%
CC1CCC(NC(=O)c2cc(C3CC3)nn2-c2ccccc2)CC1 (stereo not drawn) | x | u | u | -2.6% | -7.6% | x | x
